PI5P4K alpha inh: PI5P4K alpha (human) kinase inhibition; max response, %; PI5P4Kalpha enzyme, ADP-Glo luminescence, 60 min; stronger effect = lower value; AID 652105; 330,000 compounds, 1.2% hits; P48426; active means max response of -50% or lower; inconclusive means between -30% and -50%; inactive means -30% or higher; further: value at the top dose of about 77 µM; on the % scale 0 is the no-effect control and ±100 the full control effect
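Enzyme plus substrate dispensed, test compounds pinned in, then ATP (5 microM final) added. After 60 min at RT, ADP-Glo reagent 1 for 45 min and reagent 2 for 30 min preceded luminescence imaging.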
PTHR1 ag: agonists of human PTHR1 parathyroid hormone receptor; Q03431; HEK293 GP2 PTHR1 cells, GloSensor cAMP luminescence, 1 h; Potency, µM (top dose mostly 115 µM), inactives show at the highest dose activation, usual class: activators; 410,000 compounds, 0.075% hits; further: potency means the concentration at half of the fitted maximal effect; nearly all actives have a fitted effect of over 55% in size; some results filed as inactive show a strong effect at the top dose; inactives centre near -15; many of its hits are not listed in these tables
Target sequence (Q03431 whole entry, looked up): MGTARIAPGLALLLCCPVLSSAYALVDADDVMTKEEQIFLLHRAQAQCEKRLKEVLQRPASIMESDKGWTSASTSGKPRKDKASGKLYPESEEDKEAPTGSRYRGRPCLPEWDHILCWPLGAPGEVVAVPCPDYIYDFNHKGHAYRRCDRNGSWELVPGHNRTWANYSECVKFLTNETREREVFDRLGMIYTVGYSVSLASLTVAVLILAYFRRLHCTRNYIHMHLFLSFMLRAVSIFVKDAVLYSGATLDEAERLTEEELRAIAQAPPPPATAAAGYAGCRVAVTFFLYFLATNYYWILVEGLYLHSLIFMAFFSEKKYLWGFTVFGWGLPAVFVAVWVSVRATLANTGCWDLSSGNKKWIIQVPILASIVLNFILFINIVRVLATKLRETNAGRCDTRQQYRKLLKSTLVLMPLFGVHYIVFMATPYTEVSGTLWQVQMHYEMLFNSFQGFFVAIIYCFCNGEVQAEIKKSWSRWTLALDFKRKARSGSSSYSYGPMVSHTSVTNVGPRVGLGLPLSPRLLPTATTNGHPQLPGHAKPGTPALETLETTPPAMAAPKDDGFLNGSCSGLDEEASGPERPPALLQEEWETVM
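HEK-293-derived GP2 cells expressing PTHR1 and a GloSensor cAMP reporter, 3,000/well, plated overnight, given luciferin plus IBMX (each 0.5 mM as added) for 1 h at 37 °C, then compound for 1 h at 37 °C. Luminescence was read after 15 min at room temperature.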
GLP-1R agonist: agonists of human GLP-1 receptor; P43220; AID 624172; 380,000 compounds, 0.007% hits; HEK293 GLP-1R CRE-luciferase, luminescence, 4-6 h; cells express a hypersensitive GLP-1R form; Potency, µM (top dose mostly 45.6 µM), for inactives: at the highest dose activation, most hits filed as activators; further: potency means the concentration at half of the fitted maximal effect; % of control where 0% means no effect
Target sequence (P43220 whole entry, looked up): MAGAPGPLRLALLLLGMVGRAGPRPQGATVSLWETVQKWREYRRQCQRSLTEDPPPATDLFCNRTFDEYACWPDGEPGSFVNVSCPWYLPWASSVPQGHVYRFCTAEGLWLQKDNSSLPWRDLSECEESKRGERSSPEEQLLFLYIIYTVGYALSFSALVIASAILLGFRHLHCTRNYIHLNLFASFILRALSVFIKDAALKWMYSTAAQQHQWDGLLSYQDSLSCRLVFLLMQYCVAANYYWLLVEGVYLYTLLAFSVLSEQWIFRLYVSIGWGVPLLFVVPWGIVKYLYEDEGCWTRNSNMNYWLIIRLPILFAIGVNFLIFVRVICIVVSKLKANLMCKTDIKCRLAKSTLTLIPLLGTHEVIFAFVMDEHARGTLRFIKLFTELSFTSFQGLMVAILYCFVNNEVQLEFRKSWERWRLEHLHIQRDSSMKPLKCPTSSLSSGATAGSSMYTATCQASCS
IL2 activator: IL-2 activation; IL-2 activation reporter assay, cell-based qHTS; stimulated with anti-CD3/CD4/CD28 beads; in transgenic mouse T cells; activation, % (series mostly up to about 46 µM); 360,000 compounds, 0.065% hits; AID 652025; in the data active means activation above about 50%; inconclusive means mostly about 30% to 49%; further: 0% is about no effect
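Screening format: compound pinned onto unstimulated transgenic mouse T cells, 60 min incubation, then anti-CD3/anti-CD4/anti-CD28 bead stimulation for 18 hours at 37 degrees C, followed by EGFP and DsRed detection.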
PLK1 PBD inh: PLK1 (human) polo-box domain binding inhibition; Plk1 PBD binding of FITC phosphopeptide, fluorescence polarization; 360,000 compounds, 2.8% hits; Potency, µM, for the others: max response, negative = inhibition, hits mostly inhibitors; P53350; further: potency means the concentration at half of the fitted maximal effect; series mostly up to about 57 µM; on the % scale 0 is the no-effect control and ±100 the full control effect; nearly all actives have a fitted effect of over 65% in size
EPAC1 antag: EPAC1 (human) antagonism. O95398. EPAC1 GEF assay, Rap1b-BODIPY-GDP exchange fluorescence. Potency, µM (top dose mostly 115 µM), inactives show top-dose activity change, negative = inhibition, most hits filed as inhibitors. 360,000 compounds, 0.14% hits. AID 720709;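 further: potency means the concentration at half of the fitted maximal effect; plate controls were vehicle for no effect and positive control for full effect; nearly all actives have a fitted effect of over 50% in size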
EPAC1 ag: activates human EPAC1 exchange factor; O95398; EPAC1 agonist qHTS, biochemical assay; response scale: 100% = response to 6.5 mM cAMP; Potency, µM (titrated, usually from 154 µM), without a hit: at the highest dose activation, hits mostly activators; 360,000 compounds, 0.073% hits; AID 720707; further: potency means the concentration at half of the fitted maximal effect; nearly all actives have a fitted effect of over 60% in size
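Compounds were pinned as a concentration titration into mixtures of EPAC1 (100 nM), BODIPY-GDP-loaded Rap1B (250 nM) and GDP (50 uM). After 5 min at room temperature, fluorescence was followed for 30 min; activity was scaled to 6.5 mM cAMP.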
GLP1R inv ag: inverse agonists of human GLP-1 receptor; HEK293 GLP-1R CRE-luciferase, luminescence, 24 h; GLP-1R form is constitutively active; Potency, µM (series often up to 38.3 µM), for the others: top-dose activity change, negative = inhibition, actives largely listed as inhibitors; 410,000 compounds, 1.6% hits; AID 624417; further: potency means the concentration at half of the fitted maximal effect; on the % scale 0 is the no-effect control and ±100 the full control effect; nearly all actives have a fitted effect of over 55% in size
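Inverse agonists were sought by their lowering of basal cAMP reporter luciferase output in HEK293 cells stably carrying constitutively active human GLP-1R, after 24 h compound treatment.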
HEK293 tox: cytotoxic in the GLP-1 receptor inverse agonist counter-screen; Potency, µM (highest dose often 38.3 µM), for inactives: top-dose activity change, negative = inhibition, usual class: inhibitors; AID 624418; 410,000 compounds, 0.13% hits; HEK293 cAMP-luciferase reporter cells, luminescence, 24 h;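 further: loss of luciferase light is scored as toxicity; potency means the concentration at half of the fitted maximal effect; on the % scale 0 is the no-effect control and ±100 the full control effect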
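MLSMR compounds, 24 hr on cells at 37 deg C/5% CO2; luminescence after luciferase reagent (12 min RT). Inhibition counted as the undesired cytotoxic outcome.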
* = called active by the depositor; i = inactive; ? = inconclusive; . = no result given; & = joins results of further samples; [ ] = dose if it differs, or a comment. Unless noted, the call rests on the fitted dose curve; in most records, active means well fitted curve in the direction sought with a large enough effect; inconclusive means small, poorly fitted or top-dose-only effect, or another doubt; inactive means no such curve, though single readings can be large; an effect the other way counts as inactive or inconclusive. A portion of the library, so the mix of outcomes need not match the whole.

Values run as follows: PI5P4K alpha inh | PTHR1 ag | GLP-1R agonist | IL2 activator | PLK1 PBD inh | EPAC1 antag | EPAC1 ag | GLP1R inv ag | HEK293 tox
- O=[N+]([O-])c1ccc(Cl)c(/C=N/N2CCN(Cc3ccccc3)CC2)c1
  2 | i | -13% | 0.1 | 3% | 9% | -6% | 1% | 5%
- Cc1cccnc1NC(=O)c1cc2c(=O)oc3ccccc3c2s1
  8 | 11% | ? | 2.6 | -8% | -13% | -2% | 2% | 8%
- COc1ccccc1CNC(=O)COC(=O)Cc1c[nH]c2ccccc12
  6 | i | 2% | -2.1 | 0% | 8% | 8% | 7% | 4%
- O=C(Cn1cccc1C(=O)c1ccccc1)NCc1cccc(Cl)c1
  -24 | -14% | 22% | 0.0 | 24µM* | -3% | -16% | 15% | 4%
- O=c1cnc2ccccc2n1Cc1ccc(Br)cc1
  2 | -25% | 25% | 3.2 | -7% | -1% | 9% | ? | ?
- Cc1ccc(CNC(=O)C2CC2c2ccccc2)cc1 (configuration not stated)
  1 | -53% | -4% | -0.5 | -4% | -3% | 1% | -2% | 7%
- O=C(OCC(=O)N1CCCCCC1)c1cccc(Cl)c1Cl
  -4 | -37%[inhibitor] | 6% | 1.1 | -2% | 0% | 4% | -33% | -2%
- CCN(CCCNc1cc2c(c(N)c1S(=O)(=O)O)C(=O)c1ccccc1C2=O)c1ccccc1
  -56* | i | -3% | -1.6 | ? | -26% | -4% | -22% | -13%
- O=C(C1=C(O)C(=O)N(CCN2CCOCC2)C1c1cccc([N+](=O)[O-])c1)c1cccs1 (configuration not stated)
  0 | i | 5% | -0.6 | -29% | -30% | 3% | 19% | -17%
- Cc1ccccc1C(=O)Nc1sc2c(c1C(=O)O)CCC2
  ? | -20% | -1% | -0.8 | -7% | -11% | 7% | -10% | -2%
- OC1(c2cn(Cc3ccccc3)nn2)CCCCC1
  7 | i | -17% | -1.4 | 1% | 4% | 1% | 1% | -3%
- C/C(=N\Nc1ccc(F)cc1)c1ccncc1
  1 | i | -1% | 4.6 | -8% | 2% | 6% | -27% | 12%
- O=C(CSc1nc2ccsc2c(=O)n1CC1CCC(C(=O)O)CC1)c1ccc(F)cc1 (configuration not stated)
  -2 | -23% | -1% | -1.7 | -1% | 6% | -6% | -12% | 0%
- Brc1ccc2c(c1)C(c1ccc(N3CCOCC3)cc1)=NNC(c1cccs1)=N2
  -2 | -2% | 0% | 1.9 | 8% | 3% | 13% | ? | -7%
- OCCN(Cc1ccccn1)Cc1ccccn1
  -12 | -2% | -7% | 0.0 | -8% | 1% | -1% | 9% | -2%
- Cc1ccc(C(=O)NCC2CCCO2)cc1S(=O)(=O)N1CCCCC1 (configuration not stated)
  -6 | i | 12% | -2.7 | 3% | 6% | 1% | 4% | 4%
- Cc1ccc(OCC(=O)Nc2oc(-c3ccccc3)c(-c3ccccc3)c2C#N)cc1
  0 | -10%[57.5 µM] | -11% | 1.8 | -17% | -19% | 6% | ? | -26%
- C=CCn1c(COc2ccc(Cl)cc2)nnc1SCc1ccc(C#N)cc1
  -80* | i | 0% | -1.5 | -8% | -7% | 23% | -25% | 1%
- O=C(Nc1cccc(Cl)c1Cl)C1CCN(C(=O)c2cccs2)CC1
  -16 | -15% | 11% | 2.2 | 4% | -10% | 3% | 8% | 5%
- COc1ccc(C(C(=O)NC(C)(C)C)n2c(-c3ccc(-c4ccccc4)cc3)nc3ccccc32)cc1 (configuration not stated)
  -3 | 1% | . | 1.3 | 0% | -4% | -5% | 19% | -3%
- Cc1ccc(C)c(S(=O)(=O)N2CCN(C(=O)c3ccccn3)CC2)c1
  0 | -25% | -3% | 1.8 | 1% | 9% | 1% | 16% | 1%
- COc1cccc(CCc2nnc(CCC(=O)NCCC3CCCCO3)o2)c1 (configuration not stated)
  1 | -3% | -1% | 1.4 | -2% | 13% | 15% | -2% | -8%
- O=C(CCNC(=O)c1ccc(Br)cc1)NC1CCCCCC1
  2 | -23% | -14% | -0.7 | 2% | -24% | -1% | -9% | -3%
- C=CCn1c(CNc2ccccc2)nnc1SCC(=O)N/N=C/c1ccccc1O
  -8 | -3% | -12% | 0.8 | 1% | -4% | 8% | ? | -20%
- CC1(C)Cc2[nH]c(=S)c(C#N)cc2CO1
  -88* | i | 0% | -1.5 | 17µM* | -6% | -2% | -2% | -11%
- O=C(CC1OC(=O)c2ccccc21)Nc1cc(Cl)ccc1N1CCCC1 (configuration not stated)
  -29 | i | 9% | 1.0 | -2% | -7% | 3% | 1% | -1%
- CCCCCCN1CCN(C2CN(Cc3cn(Cc4ccc(C)cc4)nn3)S(=O)(=O)C2)CC1 (configuration not stated)
  7 | -31%[inhibitor] | -2% | -0.6 | -9% | -1% | -6% | -10% | 3%
- Cn1c(-c2ccc(Cl)cc2)ccc(C#N)c1=O
  4 | -13%[57.5 µM] | 2% | -2.9 | -1% | 11% | 0% | 0% | 3%
- CC(=O)c1cccc(Nc2cc(C)nc3ccccc23)c1
  1 | i | 1% | -0.3 | -6% | ? | 16% | 14% | ?
- COc1ccc(O)c(C(=O)c2cc(C#N)c(=O)n(CC3CCCO3)c2)c1 (configuration not stated)
  -13 | i | 13% | 0.5 | -12% | -6% | 2% | 38%[activator] | 7%
- O=C1CC(c2ccc3c(c2)OCO3)c2cc3c(cc2N1)OCO3 (configuration not stated)
  -12 | -20% | 12% | -2.5 | -1% | -5% | -1% | 20% | 1%
- Cc1ccnn1CCSCC(=O)O
  . | i | -6% | -0.5 | -14% | 4% | 4% | 0% | 14%
- COc1ccc(C2CC(=O)N(C)c3ccccc3S2)cc1 (configuration not stated)
  -7 | -5% | 13% | -1.4 | -13% | -28% | -1% | 20% | 7%
- CCOC(=O)c1cccc(C2=CC(=O)C[C@H](c3ccc(Cl)cc3)C2)c1
  0 | -28% | 30% | -0.5 | 2% | -8% | 3% | ? | -30%
- O=c1[nH]ncc(N/N=C/c2ccccc2)c1Cl
  . | i | 11% | 0.0 | -10% | 4% | 2% | 93%[activator] | 6%
- COc1ccc(-c2csc(N(C)C(=O)c3ccco3)n2)cc1
  22 | -7% | 2% | -0.3 | -4% | ? | 16% | 31%[activator] | 1%
- O=C(Nc1ccc(S(=O)(=O)Nc2ncccn2)cc1)c1cncc(Br)c1
  2 | 10% | -10% | 4.1 | -10% | -19% | -10% | 22% | 15%
- NC(=O)c1c(NC(=O)COC(=O)c2ccc(O)c(Cl)c2)sc2c1CCCC2
  -55* | -20% | 1% | 1.0 | ? | -20% | 4% | -29% | -9%
- CCN(C(=O)COC(=O)c1cc2c(s1)CCC(C)C2)c1c(N)n(Cc2ccccc2)c(=O)[nH]c1=O (configuration not stated)
  -7 | -24% | 10% | -0.1 | 0% | -9% | -18% | 1% | -14%
- C/C(=N\NC(=O)Cc1cccn1C)c1ccco1
  -8 | -27% | 14% | -2.2 | 7% | -5% | 1% | 18% | 0%
- COc1cc(C)c(C)cc1S(=O)(=O)n1c(C)nc2ccccc21
  -15 | i | 6% | -0.3 | 27µM* | 6% | 0% | ? | -5%
- COC(=O)CSc1nc(N2CCCCC2)c2c(c1C#N)CCCC2
  -7 | i | -1% | 0.1 | 24µM* | -14% | 8% | 10µM* | 21%
- N#CC1(N2CCN(C(=O)c3ccccc3)CC2)CCCCC1
  -1 | i | 8% | 0.2 | -8% | -20% | 3% | 0% | -9%
- CCc1nc(Cl)c(C#N)c2c1CCCC2
  0 | -13% | 10% | -0.5 | -5% | 26% | -18% | 8% | -12%
- CN(C)c1ccc(/C=C/C=N/Nc2nc(N3CCOCC3)nc(N3CCOCC3)n2)cc1
  -1 | -43% | -3% | 1.2 | 4% | -14% | -1% | -12% | 118%[activator]
- CCc1cc(-c2n[nH]c(=S)n2CC)cs1
  3 | -16% | 1% | -0.7 | ? | 5% | -4% | 1% | -19%
- Cc1ccc2[nH]c(=O)c(Cc3ccccc3)c(O)c2c1
  -12 | -26% | 0% | 0.5 | -7% | -10% | -3% | 23% | -3%
- CC(=O)Nc1ccc(C=CC(=O)c2ccc([N+](=O)[O-])cc2)cc1
  2 | -51%[inhibitor] | -2% | 0.4 | -8% | 1% | 11% | -3% | 9%
- Cc1cc(Nc2ccccc2)n(-c2ccccc2)n1
  -2 | -1% | 6% | -1.2 | 0% | 5% | -3% | -19% | -10%
- C/C(=N\Nc1ccc(C#N)cc1[N+](=O)[O-])c1ccc(C)o1
  -7 | -1% | 2% | 1.4 | -7% | 7% | -8% | 23% | -15%
- Cc1ccc(S(=O)(=O)N2C[C@]3(O)C[C@@H]4C(=O)N(c5ccccc5)C(=O)[C@@H]4C[C@]3(OC(=O)Nc3cccs3)C2)cc1
  -18 | i | 6% | -0.8 | -25% | -2% | -1% | -22% | 1%
- CCN1CCN(c2nc(C)c3c(n2)CC(C)CC3=O)CC1 (configuration not stated)
  -1 | -6% | 8% | 0.0 | -10% | -25% | 9% | ? | 18%
- O=C1CC(c2ccc(OCCCCCOc3ccc(C4CC(=O)NC4=O)cc3)cc2)C(=O)N1 (configuration not stated)
  2 | -63%[inhibitor] | -1% | -1.8 | ? | -7% | 9% | ? | ?
- O=C(CNS(=O)(=O)c1ccc(Br)s1)N1CCN(c2ccc(F)cc2)CC1
  7 | ? | -1% | -4.8 | -23% | 1% | -6% | -39%&-29% | 6%&-2%
- CCc1noc(C)c1C(=O)N1CCOCC1
  . | i | -1% | -3.1 | -5% | 1% | -3% | 0% | 9%
- O=C(c1ccc(Cl)c([N+](=O)[O-])c1)N(Cc1ccc(Cl)cc1)C1CCS(=O)(=O)C1 (configuration not stated)
  -1 | -35%[inhibitor] | -25% | 2.3 | 4% | 5% | -7% | ? | 18%[1.53 µM]
- COC(=O)[C@@]1(C(C)C)N=C(c2cc(OC)c(OC)c(OC)c2)[C@]2(O1)C(=O)Nc1ccc(F)cc12
  4 | 24% | 4% | -0.7 | 2% | -13% | -11% | -13% | -6%
- CN1CC[C@]2(CCN3CCc4c(oc5ccccc45)[C@@H]3C2)N(C)C1=O
  0 | -53%[inhibitor] | -2% | -0.1 | -4% | 2% | 3% | 2% | 1%
- O=C(CSc1nnc(-c2ccncc2)n1-c1ccccc1)Nc1ccc(F)cc1
  . | 0% | 0% | . | . | . | . | 9% | -2%

Assay outcomes (PubChem BioAssay)
